Tb hexokinase: Trypanosoma brucei hexokinase 1 inhibitors, primary screen, biochemical, G6PDH-coupled NADH absorbance, MLSCN library. hexokinase 1 [Trypanosoma brucei]. recombinant TbHK1, G6PDH-coupled NADH A340. inhibition, % at 10 µM. actives 0.11% (n = 220,000);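 active = inhibition of 50% or more in the single-dose primary screen; inactive = inhibition below 50%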
zVAD death inh: inhibitors of zVAD-triggered necroptosis, primary screen, L929 cells; L929 zVAD necroptosis rescue, ATP luminescence, 24 h; with zVAD 60 µM; viability rescue, % at 10 µM; actives 0.38% (n = 220,000); AID 1377, 2008;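 active = activation, scaled between plate controls, above about 75%, limit read from the data; inactive = activation under that limit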;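 note: 0% = zVAD with DMSO and 100% = DMSO alone without zVAD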
eIF4E 4G PPI: eIF4E–eIF4G protein interaction inhibitors, primary screen, biochemical, uHTS, TR-FRET, eIF4GI fragment. Eukaryotic translation initiation factor 4E (Mus musculus) + Eukaryotic translation …. TR-FRET eIF4E-eIF4GI(517-606) binding, 2 h. inhibition, % at 21.7 µM. actives 0.37% (n = 220,000). AID 782, 2007;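 active = inhibition above about 30%, limit read from the data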;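 note: 0% = full FRET control wells and 100% = background wells lacking eIF4GI fragment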
EP2 modulator: EP2 receptor modulators, cAMP readout, primary screen, cell-based, HTRF cAMP, PGE2 stimulation | induction, % at 25 µM | EP2-expressing cells, cAMP HTRF FRET, PGE2 co-stimulation | actives 0.83% (n = 260,000) | Prostaglandin E2 receptor EP2 subtype (Homo sapiens), P43116;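 active = compounds whose cAMP rise, as percent of the full-agonist control response, exceeds 60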;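 note: rat C6 glioma line stably carrying human EP2 under a CMV promoter; the protocol text gives 20 µM as final concentration; 100% = response of wells given 1 µM PGE2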
Target sequence (P43116 whole entry, looked up): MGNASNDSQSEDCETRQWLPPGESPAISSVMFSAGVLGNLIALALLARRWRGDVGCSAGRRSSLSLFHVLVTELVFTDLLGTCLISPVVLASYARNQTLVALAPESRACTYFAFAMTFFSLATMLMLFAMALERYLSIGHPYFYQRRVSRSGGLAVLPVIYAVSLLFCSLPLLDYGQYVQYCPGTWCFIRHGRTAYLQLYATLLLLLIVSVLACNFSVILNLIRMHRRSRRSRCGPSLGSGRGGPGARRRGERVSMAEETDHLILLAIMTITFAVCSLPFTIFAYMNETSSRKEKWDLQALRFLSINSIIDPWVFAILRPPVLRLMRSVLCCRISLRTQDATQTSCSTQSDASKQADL
Rad51 HR inh: human RAD51 strand exchange inhibitors, primary screen, biochemical, fluorescence | DNA repair protein RAD51 homolog 1 (Homo sapiens), Q06609 | hRad51 DNA strand exchange, fluorescence dequenching | inhibition, % at 10 µM | actives 0.085% (n = 200,000);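 active = inhibition above 40% at the single screening dose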;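 note: 0% = DMSO control wells and 100% = blanks with heterologous ssDNA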
Target sequence (Q06609 whole entry, looked up): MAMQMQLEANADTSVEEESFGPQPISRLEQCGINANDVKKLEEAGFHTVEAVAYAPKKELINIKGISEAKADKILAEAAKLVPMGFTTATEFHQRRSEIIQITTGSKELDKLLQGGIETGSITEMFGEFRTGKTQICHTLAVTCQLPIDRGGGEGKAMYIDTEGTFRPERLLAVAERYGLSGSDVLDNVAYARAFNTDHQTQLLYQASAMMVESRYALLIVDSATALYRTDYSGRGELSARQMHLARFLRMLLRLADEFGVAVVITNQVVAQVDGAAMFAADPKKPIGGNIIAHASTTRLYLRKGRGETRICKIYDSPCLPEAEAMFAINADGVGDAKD
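Read-out basis: percent inhibition relative to plate controls and blanks / Assay system: human Rad51 nucleoprotein filaments preassembled on unlabelled ssDNA / Timing: filaments 15 min 37 °C, then compound 30 min / Control set: per-plate controls and blanks / Technique: fluorescence dequenching at 485/520 nm / Compound: 10 µM final, single point / Also added: Fluorescein- and BHQ1-tagged 47-mer duplex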
m-calpain inh: inhibitors of pig calpain II, primary screen, biochemical, fluorogenic peptide substrate, 1536-well. purified calpain II, 30 min. inhibition, % at 16 µM. actives 0.37% (n = 220,000). AID 1236, 2008;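 active = inhibition above about 50%, limit read from the data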
14-3-3 Bad PPI: inhibitors of 14-3-3 zeta/Bad binding, primary screen, biochemical, TR-FRET, bovine 14-3-3 zeta | 14-3-3 protein zeta/delta (Bos taurus), P63103 | TR-FRET 14-3-3zeta/Dy647-pBad peptide displacement, 1 h | inhibition, % at 21.7 µM | actives 0.71% (n = 220,000);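 active = inhibition above about 70%, limit read from the data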;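 note: 0% = full 14-3-3 plus peptide FRET controls and 100% = background without 14-3-3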
Target sequence (P63103 whole entry, looked up): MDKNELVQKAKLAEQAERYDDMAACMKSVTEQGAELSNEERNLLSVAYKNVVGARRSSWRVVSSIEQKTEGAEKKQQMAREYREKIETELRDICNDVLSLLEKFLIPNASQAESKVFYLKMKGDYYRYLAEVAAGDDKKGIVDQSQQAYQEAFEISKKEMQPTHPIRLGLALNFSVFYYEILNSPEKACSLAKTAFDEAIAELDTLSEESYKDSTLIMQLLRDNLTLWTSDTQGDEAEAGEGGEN
Hck Nef HTS: inhibitors of Nef-activated human Hck kinase, primary screen, biochemical, Z-Lyte FRET, 384-well, Hck-YEEI. Recombinant Hck-YEEI plus Nef, Z-Lyte FRET kinase assay. Tyrosine-protein kinase HCK (Homo sapiens), P08631. inhibition, % at 20 µM. actives 0.68% (n = 220,000);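 active = Hck-Nef kinase inhibition above about 50%, limit read from the data; inactive = inhibition below that limit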;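 note: 0% = DMSO with Hck plus Nef and 100% = Hck alone without Nef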
EP2 antag: human EP2 receptor antagonists, primary screen, TR-FRET cAMP, C6 glioma cells. Prostaglandin E2 receptor EP2 subtype (Homo sapiens), P43116. C6 glioma cells expressing human EP2; cells stimulated with saturating PGE2. inhibition, % at 25 µM. actives 0.52% (n = 260,000). AID 1422, 2008;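 active = percent inhibition above 40 after rounding to a whole number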;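 note: rat C6 glioma host cells with rolipram phosphodiesterase inhibitor present; the protocol text gives 20 µM as final concentration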
The depositor's hits bear a star; i = inactive; nt = not tested or not shown; & = joins results of further samples; [ ] = dose if it differs, or a comment.

SMILES	Tb hexokinase	zVAD death inh	eIF4E 4G PPI	EP2 modulator	Rad51 HR inh	m-calpain inh	14-3-3 Bad PPI	Hck Nef HTS	EP2 antag
O=C(Cn1cnc2ccccc2c1=O)NCCC(=O)N1CCN(Cc2ccccc2)CC1	-1	-0.2	-5	16	-1	12	-5	0	4
CC(C)CC(NC(=O)OC(C)(C)C)C(=O)NCc1ccccc1 (stereo not given)	9	0.4	7	7	6	-15	-1	-1	7
Nn1c(SCC(=O)NC2CCCC2)nnc1-c1ccccc1F	4	0.2	11	8	-14	15	-7	1	10
C[C@H](N=C1NS(=O)(=O)c2ccccc21)C(=O)OCc1cc([N+](=O)[O-])cc2c1OCOC2	-6	-0.4	0	15	-3	-2	12	22	5
COc1cc(/C=N\n2cnnc2)ccc1OCC(=O)Nc1ccc(C)cc1	-9	0.6	2	18	9	-15	-5	-1	15
C=CCOc1cccc(/C=N/NC(=O)CN(c2cc(Cl)ccc2OC)S(=O)(=O)c2ccc(C)c([N+](=O)[O-])c2)c1	9	0.9	6[fluorescence artefact?]	-4	4	-30	-20	0	9
CC(C)(C)c1ccc(/C=C2\SC(=O)N(CCNC(=O)c3cccc(S(=O)(=O)N4CCOCC4)c3)C2=O)cc1	-31	0.8	1[fluorescence artefact?]	10	-1	-58	-16	0	2
CCCCCCCCn1c2c(c(=N)c3ccccc31)CCC2	-8	4.0	9	-18	5	49	17	29	5
C/C(=N\NC(=O)c1nc2ccccn2c1C)c1ccco1	-28	-1.6	1	-41	-11	20	-3	11	3
CCCCCCOc1ccc(N2C(=O)CC(N3CCN(C(=O)c4ccco4)CC3)C2=O)cc1 (stereo not given)	-10	0.4	0	-27	1	-27	1	-7	11
COC(=O)N/N=C(\C)c1ccc(C)c([N+](=O)[O-])c1	-3	0.9	3[fluorescence artefact?]	-13	nt	2	4	0	3
COc1ccccc1NC(=O)CN(Cc1ccco1)C(=O)c1cncc(Br)c1	7	-0.5	-3	-30	28	17	2	12	9
Cc1ccc(S(=O)(=O)NCCN(CCNS(=O)(=O)c2ccc(C)cc2)S(C)(=O)=O)cc1	-2	1.4	3	20	4	-49	-13	0	4
CCOc1ccc(N(CC(=O)N2CC=C(c3ccccc3)CC2)S(=O)(=O)c2c(C)noc2C)cc1	-11	-0.2	-4	1	-4	27	11	1	20
CC(Oc1ccccc1Cl)c1nnc(N)s1 (stereo not given)	-6	1.1	-4[fluorescence artefact?]	-66&-29	nt	-71	4[fluorescence artefact?]	-1	6
COc1cc(C2NC(=S)NC(c3ccccc3)=C2C(C)=O)cc(Cl)c1OCC(=O)O (stereo not given)	-17	-0.3	-6	24	-1	17	7[fluorescence artefact?]	1	3
CC(OC(=O)CNC(=O)C12CC3CC(CC(C3)C1)C2)C(=O)Nc1ccc(S(N)(=O)=O)cc1 (stereo not given)	-4	1.4	5	-17	16	-1	-6	10	9
Cc1ccc(C(=O)NNC(=O)c2cccc(S(=O)(=O)N3CCN(c4ccccc4)CC3)c2)cc1	6	0.2	13	5	3	-21	-16	0	1
Cc1cccc(C(=O)N2CCC(Cc3ccccc3)CC2)c1[N+](=O)[O-]	28	0.8	3	-28	-5	0	-6	1	15
N#Cc1cnn(-c2ncnc3sc4c(c23)CCCC4)c1N	-6	1.0	-7	3	1	14	-2	6	16
O=C(C[n+]1cccc(CNC(=O)c2ccc(OC(F)F)cc2)c1)Nc1cccc(C(F)(F)F)c1	11	2.6	12	-18	-5	-8	-15	2	3
CCN(CC)S(=O)(=O)c1ccc(C(=O)NCCc2cc3c(OC)ccc(OC)c3[nH]c2=O)cc1	-7	0.0	-1[fluorescence artefact?]	17	nt	2	-7	2	nt
COc1ccc(S(=O)(=O)N(C)C)cc1NS(=O)(=O)c1ccc(F)c(F)c1F	-4	nt	2	27	14	12	-1[fluorescence artefact?]	5	6
CC(C)(C)N(NC(=O)Nc1ccc(Cl)c(Cl)c1)C(=O)c1ccccc1	0	1.8	0	-12	-4	-4	-11[fluorescence artefact?]	1	0
O=C(COC(=O)Cc1ccc(Cl)cc1Cl)Nc1ccccc1OC(F)F	4	0.1	-22	-14	14	30	1	-2	2
SMILES	Tb hexokinase	zVAD death inh	eIF4E 4G PPI	EP2 modulator	Rad51 HR inh	m-calpain inh	14-3-3 Bad PPI	Hck Nef HTS	EP2 antag
Fc1ccc(-c2ccnc3nc(-n4cccc4)nn23)cc1	-3	-0.2	2	5	2	-68	16	2	3
O=C(NCc1cccnc1)C1CC2c3ccccc3C1c1ccccc12 (stereo not given)	1	-0.4	0	-30&16	6	-2	-9	0	17&16
CCN(CC)S(=O)(=O)c1cc(NC(=O)Cn2ncc(Cl)c(Cl)c2=O)ccc1C	16	1.1	13	-39	-4	-18	28	74*	17
Fc1cccc(CSc2nc3ncc(Cl)cc3[nH]2)c1	-11	4.0	4	-13	nt	9	5	-7	10
CCC1(C)CC(CCN(Cc2ccco2)C(C)=O)(c2ccccc2)CCO1 (stereo not given)	1	-1.5	4	51	10	-7	-16	24	4
c1ccc2c(c1)NC1(CCCCC1)n1c-2nc2ccccc21	-17	0.0	13	17	-2	i	4	2	10
O=C(OCc1cccc([N+](=O)[O-])c1)c1cccnc1	4	0.1	0	-6	-11	43	4	15	5
Cc1ccc(Nc2nc(=O)[nH]nc2C)cc1	-12	0.4	-3	14	2	-134	-16	0	10
CCN(CC)S(=O)(=O)c1ccc(N2C(=O)Nc3ccccc3N2O)cc1	-2	-0.5	-14[fluorescence artefact?]	2	-18	21	9	1	3
CCCOc1ccc(N/C=C/C(=O)C(C)(C)C)cc1	0	1.5	-1	8	9	5	4	29	2
CCOC(=O)C(C(=O)Nc1cccc(C)c1)C1CCCCC1 (stereo not given)	-5	0.2	-10	11	1	21	-4	-4	4
COc1ccccc1NC(=O)C1=C(C)NC(SCC(=O)c2ccccc2)=C(C#N)C1c1ccco1 (stereo not given)	-7	-0.1	-35	-3	nt	-290	-26	0	10
COC1=C(Nc2ccc(C)cc2)C(=O)c2ccccc2C1=O	-2	0.6	4	-16	9	19	-11	5	1
Cc1cc(=O)n(C)c(=O)n1CCCNc1ccccc1	-7	-0.3	6[fluorescence artefact?]	6	0	8	45[fluorescence artefact?]	-1	3
O=C(Cn1nc(Cc2cccnc2)c2ccccc2c1=O)Nc1cc(F)ccc1F	-4	0.2	-3	-8	-21	10	3	18	2
Nc1nnc(Cc2ccccc2)s1	0	1.1	5	6	6	1	-9	-14	0
CCCCNc1c(N2CCN(C(=O)OCC)CC2)c(=O)c1=O	-9	1.3	3	12	0	4	5	19	5
Cc1nn(CC(=O)N2N=C(C(F)F)CC2(O)C(F)F)c(C)c1[N+](=O)[O-] (stereo not given)	2	1.1	-27	11	12	20	-5	-1	2
NC(=O)c1cnn2c(-c3cccc(C(F)(F)F)c3)ccnc12	-19	0.0	-3	10	-6	-125	-2	17	2
Cc1cc(C(=O)COc2ccccc2[N+](=O)[O-])c(C)n1-c1cccc(S(=O)(=O)N2CCOCC2)c1	22	0.0	-2	-10	3	-53	-19	6	12
O=C1CN(C(=S)Nc2ccc(OC(F)F)cc2)CCN1	0	0.5	5	-15	-3	16	-6	21	10
CCOC(=O)C1=C(C)C(c2ccccc2OC)NC(=S)N1 (stereo not given)	-11	-0.3	5[fluorescence artefact?]	-2	1	23	-17[fluorescence artefact?]	1	13
CCOc1cc(/C=C(/C#N)C(=O)Nc2ccc(O)cc2)cc(Br)c1O	3	0.6	2[fluorescence artefact?]	-14	-116	-56	11[fluorescence artefact?]	1	15
NC(=O)CN1CCN(S(=O)(=O)c2ccc(Cl)cc2)CC1	7	-0.3	-3	-3	-5	25	2	-36	0
C(=N\Nc1nc2ccccc2[nH]1)/c1ccncc1	-25	78*	-3	-36	8	30	-12	16	9

For convenience, 4 of the compounds above:
SMILES	Tb hexokinase	zVAD death inh	eIF4E 4G PPI	EP2 modulator	Rad51 HR inh	m-calpain inh	14-3-3 Bad PPI	Hck Nef HTS	EP2 antag
CCOC(=O)C1=C(C)C(c2ccccc2OC)NC(=S)N1 (stereo not given)	-11	-0.3	5[fluorescence artefact?]	-2	1	23	-17[fluorescence artefact?]	1	13
CCOc1cc(/C=C(/C#N)C(=O)Nc2ccc(O)cc2)cc(Br)c1O	3	0.6	2[fluorescence artefact?]	-14	-116	-56	11[fluorescence artefact?]	1	15
NC(=O)CN1CCN(S(=O)(=O)c2ccc(Cl)cc2)CC1	7	-0.3	-3	-3	-5	25	2	-36	0
C(=N\Nc1nc2ccccc2[nH]1)/c1ccncc1	-25	78*	-3	-36	8	30	-12	16	9

Further entries
SMILES	Tb hexokinase	zVAD death inh	eIF4E 4G PPI	EP2 modulator	Rad51 HR inh	m-calpain inh	14-3-3 Bad PPI	Hck Nef HTS	EP2 antag
Cc1ccccc1NCC(=O)N/N=C/c1c[nH]c2ccccc12	-5	1.4	-1	-93	8	18	-5	25	14
CCOC(=O)c1c(C)n(C)c2cc(Br)c(OC)cc12	-1	6.2	-1	57	-3	20	3	11	5
O=C(Nc1ccccc1)c1ccc(S(=O)(=O)N(CCO)CCO)cc1	-4	0.0	-8[fluorescence artefact?]	17	-6	-30	1[fluorescence artefact?]	2	7
CC(=O)Nc1ccc(S(=O)(=O)Nc2cc(C)c(-n3nc4ccccc4n3)cc2O)cc1	0	1.5	-5	-18	-2	-28	1	6	3
COc1ccccc1NC(=O)C(CC(C)C)NC(=O)C1CCCCC1 (stereo not given)	-2	0.1	2	17	-6	31	2	2	4
Cc1nnc(SCC(=O)Nc2sccc2C(N)=O)n1Cc1ccccc1	1	0.4	-1	1	6	17	-10	-2	3
CCNC(=S)Nc1scc(-c2ccccc2)c1C(=O)OCC	23	0.8	6	52	7	-4	-2	4	16
COCCn1c(Sc2nc(C)cs2)nc2c1c(=O)[nH]c(=O)n2C	3	0.0	-1	34	3	-18	-13[fluorescence artefact?]	-1	11
Cc1cccc(C)c1NC(=O)CCCSc1nnnn1C	3	-0.5	2	12	-1	-16	-4	0	9
Cc1cc(C)n2c(SCC(=O)NC3CCCCC3C)nnc2n1 (stereo not given)	-3	4.6	2	21	-3	-14	5	-7	9
COc1cc(NC(=O)C2CCN(S(=O)(=O)c3cccc4nonc34)CC2)cc(OC)c1	2	0.6	5	-57	nt	-20	-11	2	nt
CC(C)CCNC(=O)C1CCC(=O)N1C(C)C (stereo not given)	0	0.9	5	13	nt	-24	0	1	7
CCCCCN1CSC(=S)N(Cc2ccccc2)C1	-1	1.2	-1	39	1	11	-11	3	5
O=C(CSc1nnnn1C1CCCC1)Nc1cccc(NC(=O)c2ccco2)c1	3	0.5	-1	-6	7	15	1	0	21
CCOC(=O)CSc1nc(C(C)C)nc2ccccc12	2	0.0	4	49	5	-2	5	0	10
CCC(=NCc1ccco1)c1c(C(F)(F)F)[nH]n(-c2nc3ccccc3s2)c1=O	-13	0.4	4	-23	-7	-75	0	0	12
Cc1[nH]c2ccccc2c1Cc1n[nH]c(=S)n1C	-1	0.2	0	-5	-5	-13	-7	-8	8
CCOc1ccc(N(CC(=O)Nc2ccc(C)c(C)c2)S(=O)(=O)c2c(C)noc2C)cc1	-1	1.3	4	28	-2	3	7	3	11

A portion of the library, so the mix of outcomes need not match the whole.
